# PTAP TSG101 blk – blocks PTAP/TSG101 interaction to inhibit HIV-1 budding | Q99816 | Fluorescence polarization, FITC-PTAP peptide / Tsg101 binding | Potency, µM (top dose mostly 115 µM), for the others: top-dose activity change, negative = inhibition, hits mostly inhibitors | 340,000 tested, under 10 active | AID 493005; active = well fitted inhibition curve with a large enough effect in the main read-out, with a control signal flat, not every such curve was filed as active; inconclusive = small, poorly fitted or top-dose-only effect, or effect the other way, or a change in a side signal; inactive = no such curve, though single readings can be large or run the other way; note: potency is the fitted concentration of half-maximal effect; % of control where 0% means no effect
#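 Tsg101 binding domain (10 uM final) was mixed with compound and a FITC-labeled PTAP peptide (50 nM final) in HEPES pH 7.5 buffer with NaCl, Tween 20, EDTA and TCEP; fluorescence polarization was read after 20 min at r.t.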
# Integrin act MD – activates integrin-mediated alleviation for muscular dystrophy | AID 624291 | 0.064% of 350,000 active | Potency, µM (top dose mostly 38.3 µM), for inactives: at the top dose activation, hits mostly activators | alpha7betagal myoblasts, beta-gal FDG fluorescence, 48 h;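 note: potency is the fitted concentration of half-maximal effect; 100% = response of the positive control SU9516; nearly all actives have a fitted effect of over 60% in size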
#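 alpha7betagal+/- myoblasts (passage 13, 250/well) treated 48 h at 37C with compounds at 1:260 dilution of DMSO stock. Lysed, then beta-galactosidase activity read as FDG fluorescence (ex 480/em 540) after 30 min, with pre-read for autofluorescence.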
# S-ASM inh – human S-ASM enzyme inhibition. placental ASM, HMU-PC fluorogenic substrate, 60 min. 0.006% of 340,000 active. P17405. Potency, µM (titrated, usually from 57.5 µM), without a hit: at the top dose activity change, negative = inhibition, usual class: inhibitors; note: potency is the fitted concentration of half-maximal effect
#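 qHTS format. ASM enzyme prepared from human placenta hydrolyses the fluorogenic substrate HMU-PC0 (9 uM final) over 60 min at 37 °C after a 10 min compound preincubation.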
# B2AR arrestin – recruits beta-arrestin to the human beta2-adrenergic receptor; Potency, µM (series often up to 46.1 µM), for the others: at the top dose activation, most hits filed as activators; AID 492947; beta-arrestin recruitment to beta2AR, cell-based reporter; 0.02% of 330,000 active;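 note: potency is the fitted concentration of half-maximal effect; 0% = DMSO controls and full agonism = EC100 isoproterenol or metaproterenol; nearly all actives have a fitted effect of over 65% in size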
# Tb PFK inh – T. brucei PFK enzyme inhibition; O15648; Potency, µM (top dose mostly 57.5 µM), for inactives: at the top dose activity, negative = inhibition, actives largely listed as inhibitors; T. brucei PFK, ADP-Glo luminescence; 0.17% of 330,000 active;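 note: potency is the fitted concentration of half-maximal effect; 0% = uninhibited 1x PFK enzyme wells and -100% = no-enzyme wells; nearly all actives have a fitted effect of over 60% in size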
#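 Luminescent ADP detection (ADP-Glo, two-step: ATP depletion then ADP-to-ATP conversion for luciferase) reported PFK activity after 45 min room-temperature reaction of 1.25 nM enzyme with 0.5 mM F6P and 0.1 mM ATP at pH 8.0.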
# PKM2 activator – increases activity of human pyruvate kinase M2; P14618; purified PKM2, Kinase-Glo ATP luminescence, activation; response scale: 0% is enzyme alone, no compound; 0.34% of 260,000 active; Potency, µM (doses to about 57.5 µM), for the others: at the highest dose activation, hits mostly activators; note: potency is the fitted concentration of half-maximal effect; % is set by controls: 0 for no effect and ±100 for the full control effect; nearly all actives have a fitted effect of over 55% in size
# Target sequence (P14618 whole entry, looked up): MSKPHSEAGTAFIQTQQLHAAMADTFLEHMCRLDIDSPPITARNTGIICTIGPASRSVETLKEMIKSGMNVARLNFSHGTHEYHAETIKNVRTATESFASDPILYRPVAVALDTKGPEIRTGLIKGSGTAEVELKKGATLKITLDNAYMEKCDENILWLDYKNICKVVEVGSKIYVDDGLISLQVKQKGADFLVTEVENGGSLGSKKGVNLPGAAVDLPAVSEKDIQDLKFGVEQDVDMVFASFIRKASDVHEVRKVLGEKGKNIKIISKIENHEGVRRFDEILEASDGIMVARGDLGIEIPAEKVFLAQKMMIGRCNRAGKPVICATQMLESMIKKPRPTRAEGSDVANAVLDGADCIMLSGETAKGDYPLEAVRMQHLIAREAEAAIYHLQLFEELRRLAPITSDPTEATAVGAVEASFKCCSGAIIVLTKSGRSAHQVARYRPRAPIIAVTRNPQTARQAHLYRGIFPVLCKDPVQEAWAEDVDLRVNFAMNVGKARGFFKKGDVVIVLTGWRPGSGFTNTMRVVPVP
#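 hPK-M2, >95% pure; 0.1 mM ADP / 0.5 mM PEP final; imidazole pH7.2 buffer w/ 7 mM MgCl2, 50 mM KCl; 1 h RT; Kinase-Glo lum. Intermediate enzyme activity for dual inhibitor/activator qHTS.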
# Giardia kill – Giardia lamblia killing | 0.15% of 340,000 active | Giardia lamblia trophozoite viability | activity change, % at 7.66 µM, hits read low; in the data active = activity change below about -80%; inconclusive = between about -30% and that limit;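 note: parasites exposed to compound for two days anaerobically before the ATP read; % is set by controls: 0 for no effect and ±100 for the full control effect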
#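 Anaerobic 48 hrs incubation at 37 deg C of 100 trophozoites/well with test compounds; ATPLite 1-Step luminescence, 15-30 min RT, reports cellular ATP as viability.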
# GALK inh – galactokinase (human) inhibition; P51570; Purified GALK, Kinase-Glo residual ATP luminescence; Potency, µM (titrated, usually from 57.5 µM), for inactives: at the highest dose activity change, negative = inhibition, hits mostly inhibitors; 0.007% of 270,000 active; note: potency is the fitted concentration of half-maximal effect; % is set by controls: 0 for no effect and ±100 for the full control effect
# Target sequence (P51570 whole entry, looked up): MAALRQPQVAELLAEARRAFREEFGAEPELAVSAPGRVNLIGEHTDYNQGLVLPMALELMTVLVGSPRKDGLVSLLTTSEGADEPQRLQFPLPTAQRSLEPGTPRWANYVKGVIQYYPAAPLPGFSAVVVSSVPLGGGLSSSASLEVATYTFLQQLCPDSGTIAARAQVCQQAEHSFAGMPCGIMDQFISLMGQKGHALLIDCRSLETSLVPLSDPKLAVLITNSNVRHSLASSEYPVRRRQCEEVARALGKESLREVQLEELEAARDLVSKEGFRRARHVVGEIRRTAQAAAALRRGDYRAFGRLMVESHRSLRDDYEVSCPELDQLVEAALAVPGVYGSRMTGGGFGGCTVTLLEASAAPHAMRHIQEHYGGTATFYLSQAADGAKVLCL
#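 Human GALK (5 nM) with 35 uM ATP and 100 uM galactose in 20 mM HEPES pH 8.0, 5 mM MgCl2, 60 mM NaCl, 1 mM DTT, 0.01% BSA. After 1 h at room temperature, leftover ATP was read by Kinase-Glo Plus luminescence.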
# FBPA coupling cs – coupling enzyme interference in Giardia aldolase counter-screen. coupling enzyme system counterscreen, AmpLite Red fluorescence. activity change, negative = inhibition, % at 58.2 µM, hits read low. 0.67% of 290,000 active. AID 2472; in the data active = activity change below about -30%; note: % is set by controls: 0 for no effect and ±100 for the full control effect
#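 Fluorescence at 525 nm excitation and 598 nm emission measured inhibition of the coupled detection system without aldolase. Compounds (at 57.5 uM final) were preincubated 10 min at room temperature with coupling enzyme reagent before a 20 min substrate/AmpLite Red step.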
# Menin-MLL TR inh – displaces Texas Red mutant MLL peptide from human menin; 0.23% of 270,000 active; Potency, µM (titrated, usually from 61.6 µM), without a hit: at the highest dose FP activity change, negative = inhibition, hits mostly inhibitors; Menin + Texas Red MLL mutant peptide, fluorescence polarization; active = well fitted inhibition curve with a large enough effect in the polarisation, with a control signal flat, not every such curve was filed as active; inconclusive = small, poorly fitted or top-dose-only effect, or effect the other way, or a change in a side signal; inactive = no such curve, though single readings can be large or run the other way; the % refers to the polarisation; note: potency is the fitted concentration of half-maximal effect; % of control where 0% means no effect; many of its hits are not listed in these tables
# Chronic BCR inh – chronic active BCR signaling inhibition; ABC-DLBCL IkBa-CBG/CBR reporter, luminescence ratio, 4 h; Potency, µM (doses to about 46.1 µM), without a hit: at the top dose ratio change, negative = lower green/red ratio, hits mostly inhibitors; 0.05% of 340,000 active; active = well fitted inhibition curve with a large enough effect in the signal ratio, with a control signal flat, not every such curve was filed as active; inconclusive = small, poorly fitted or top-dose-only effect, or effect the other way, or a change in a side signal; the % refers to the signal ratio;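 note: potency is the fitted concentration of half-maximal effect; plate controls were basal doxycycline-induced cells for no effect and cells given 10 µM MG132 for full effect; MG132 reads +100%, hits lower the ratio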
#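 Compounds up to 46 uM were incubated four hours with TMD8 cells whose green CBG68 luciferase is fused to IkappaBalpha; red CBR luminescence normalised the signal, and concentration-effect curves were fitted to fusion, red and ratio data.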
# * = called active by the depositor; ? = inconclusive; . = not tested or not shown; & = joins results of further samples; ! = not active in a repeat; [ ] = dose if it differs, or a comment. Unless noted, calls come from the whole dose curve; as a rule, active = well fitted curve in the direction sought with a large enough effect; inconclusive = small, poorly fitted or top-dose-only effect, or another doubt; inactive = no such curve, though single readings can be large; an effect the other way counts as inactive or inconclusive. Only part of the results is shown, so the mix of outcomes need not match the whole.
Molecule,PTAP TSG101 blk,Integrin act MD,S-ASM inh,B2AR arrestin,Tb PFK inh,PKM2 activator,Giardia kill,GALK inh,FBPA coupling cs,Menin-MLL TR inh,Chronic BCR inh
COC(=O)C1=C(c2ccc(OC(F)(F)F)cc2)C[C@@H]2CC[C@H]1N2C(=O)NCCNC(C)=O,.,19%,-2%,0.1%,?,.,-16,.,.,.,-2%
CN1CCN(c2ccc(S(C)(=O)=O)cc2[N+](=O)[O-])CC1,0%,-4%,-5%,-2.1%,5%,-13%,-2,0%,0,5%,0%
O=c1cccc2n1CC1CC2CN(Cc2cccc(Cl)c2Cl)C1 (centres undefined),-9%,0%,0%,0.3%,-1%,5%,-6,1%,-6,-9%,?
O=Cc1cn(CCCOc2ccccc2)c2ccccc12,-1%,-2%,-8%,-0.9%,-5%,-7%,2,-1%,-14,-11%,-2%
C[C@]12CC[C@H](O)C[C@H]1CC[C@@H]1C2CC[C@]2(C)[C@@H](C3=CC(=O)OC3)[C@@H](O)C[C@]12O (some centres undefined),-3%,25%,2%,0.0%,-1%,.,18,.,.,.,10%
COC(=O)C1=C(c2ccc(OC)c(OC)c2)C[C@@H]2CC[C@H]1N2C(=O)NC1CCCCC1,-6%,20%,3%,0.1%,-1%,.,41[activator],.,.,.,6%
CC12CCC3C(CC=C4CC(O)CCC43C)C1C/C(=C\c1ccccc1F)C2=O (centres undefined),-3%,-54%[inhibitor],-3%,-0.4%,6%,-1%,-13,2%,0,2%,-4%
O=C(c1ccccc1F)N1C[C@H]2C[C@@H](C1)c1cccc(=O)n1C2,-13%,31%,-3%,-0.2%,0%,-4%,15,.,1,-12%,-10%
O=c1c2ccccc2[nH]c(=S)n1-c1ccc2c(c1)OCO2,0%,4%,0%,-0.9%,7%,-5%,-16,3%,5,18%,-3%
Cc1c(/C=N/O)c2ccccc2n1C,-4%,17%,-3%,-0.1%,0%,6%,3,-2%,-1,9%,?
O=C(C1CCC(=O)N1Cc1ccccc1Cl)N1CCC2(CC1)OCCO2 (centres undefined),-5%,12%,0%,-0.7%,2%,1%,4,0%,4,8%,-3%
O=[N+]([O-])CCO,-2%,.,0%,0.1%,2%,.,11,.,.,.,-3%

Molecule,PTAP TSG101 blk,Integrin act MD,S-ASM inh,B2AR arrestin,Tb PFK inh,PKM2 activator,Giardia kill,GALK inh,FBPA coupling cs,Menin-MLL TR inh,Chronic BCR inh
CN1CCN(C(=O)COc2ccc(C(C)(C)C)cc2Br)CC1,-7%,4%,1%,0.2%,-6%,10%,-10,3%,0,0%,-3%
O=C(NC1CCCCC1)Oc1cc2oc(=O)sc2cc1Cl,0%,9%,2%,0.1%,8%,14%,1,.,1,.,?
Cc1c2ccncc2c(C)c2c1[nH]c1ccccc12,-4%,.,264%[activator],0.1%,1%,8%,13,4%,-30*!,?,?
O=C(Nc1ccc2c(c1)OCO2)c1cccc2c1C(=O)N(Cc1cccnc1)C2,-2%,-8%,-5%,0.2%,?,4%,5,1%,-1,?,-2%
CCCN(CC#CCO)CCC,-3%,10%,0%,0.2%,-7%,-2%,2,0%,5,9%,0%
NCCc1nc2ccccc2s1,-1%,8%,0%,0.0%,0%,-7%,-8,9%,-2,28%,2%
Cc1cccc(N2CCN(C(=O)C34CC5CC(CC(C5)C3)C4)CC2)c1C,-2%,5%,-5%,-0.1%,1%,2%,19,0%,0,?,4%
CCOc1ccc(N=Cc2c(O)n(C(C)(C)C)c(=O)[nH]c2=O)cc1,-1%,-7%,20%,-0.2%,0%,-1%,-22,-4%,2,.,6%
CC(C)CS(=O)(=O)C1=NN2C(=N)/C(=C\c3ccc(OC(=O)c4ccco4)cc3)C(=O)N=C2S1,0%,-7%,?,-0.2%,0%,.,36[activator],6%,.,.,7%
C[N+]12CCC(CC1)C(C(O)(c1cccc(Cl)c1)c1cccc(Cl)c1)C2 (centres undefined),-1%,-20%,-2%,-0.5%,-10%,-13%,-1,4%,2,.,3%
CNC(=S)N(C)CCc1cc2c(c(OC)c1C=C1C(=O)NC(=O)NC1=O)OCO2,-2%,-16%,-1%,0.5%,5%,-5%,10,-2%,-4,.,-9%
Cc1sc2c(c1C)C(c1ccc(C(C)(C)C)cc1)=NCC(=O)N2CC(=O)Nc1nccs1,-5%,-43%,-8%,0.1%,-5%,4%,8,-2%,-2,-12%,9%

# Pulled one by one from above:
Molecule,PTAP TSG101 blk,Integrin act MD,S-ASM inh,B2AR arrestin,Tb PFK inh,PKM2 activator,Giardia kill,GALK inh,FBPA coupling cs,Menin-MLL TR inh,Chronic BCR inh
CCOc1ccc(N=Cc2c(O)n(C(C)(C)C)c(=O)[nH]c2=O)cc1,-1%,-7%,20%,-0.2%,0%,-1%,-22,-4%,2,.,6%
C[N+]12CCC(CC1)C(C(O)(c1cccc(Cl)c1)c1cccc(Cl)c1)C2 (centres undefined),-1%,-20%,-2%,-0.5%,-10%,-13%,-1,4%,2,.,3%

# Next part
Molecule,PTAP TSG101 blk,Integrin act MD,S-ASM inh,B2AR arrestin,Tb PFK inh,PKM2 activator,Giardia kill,GALK inh,FBPA coupling cs,Menin-MLL TR inh,Chronic BCR inh
Nc1ccccc1C(=O)OC1CSC1,-1%,26%,13%,0.5%,-14%,-1%,-9,1%,2,15%,-2%
COC(=O)OCC12CCC(O1)C1(C)C(=O)OCC21 (centres undefined),0%,0%,4%,15%,1%,-4%,9,2%,2,9%,1%
CCC(C(=O)N1CCC2(CC1)OCCO2)c1ccccc1 (centres undefined),0%,0%,7%,-0.2%,-4%,-5%,5,0%,1,9%,-1%
CCC(C)C(=O)N[C@@H](c1ccccc1)[C@@H](O)C(=O)O[C@H]1C[C@@]2(O)[C@@H](OC(=O)c3ccccc3)C3[C@](C)(C(=O)[C@H](OC(C)=O)C(=C1C)C2(C)C)[C@@H](O)C[C@H]1OC[C@@]31OC(C)=O (some centres undefined),0%,-47%,-3%,0.2%,3%,4%,-1,.,-4,-5%,-9%
COc1cccc(CNCCc2c[nH]c3ccccc23)c1OC,-2%,7%,3%,-0.1%,3%,-5%,-7,0%,0,-3%,-20%
O=C(CSC1c2ccccc2-c2ccccc21)N/N=C/c1ccccc1,-13%,3%,-3%,-0.8%,0%,12%,-3,0%,-11,5%,-11%
COc1cccc(N2C(=O)NC(=O)/C(=C\c3cn(C)c4ccccc34)C2=O)c1,?,15%,1%,0.4%,0%,.,23,3%,-1,?,0%
CC(C(=O)c1c[nH]c2ccccc12)N1CCSCC1 (centres undefined),0%,6%,6%,0.0%,-1%,3%,-12,.,-1,?,-4%
CCC(=O)N1N=C2C3CCN(CC3)C2C1c1ccc(C)cc1 (centres undefined),-3%,-5%,6%,2.2%,-5%,0%,-23,.,5,-12%,1%
C=CCn1c(C)c(C=C2C(=O)NC(=O)NC2=O)c2ccccc21,-3%,-6%,-2%,0.0%,4%,5%,-18,-9%,-1,11%,-7%
CC(=O)C1=C(C)OC(N)=C(C(=O)OC(C)C)C12C(=O)Nc1ccccc12 (centres undefined),-3%,-32%,3%,0.4%,-6%,4%,-7,0%,2,12%,3%
CCOP(=O)(Cc1cc(C(C)=O)c(C)o1)OCC,-1%,-9%,-11%,-0.7%,0%,-5%,-13,13%,0,.,-11%
Cn1nc(-c2ccc(OCC(=O)N3CCN(Cc4ccccc4)CC3)cc2)c2ccccc2c1=O,-14%&-7%,-50%&-2%[inhibitor],0%&2%,-0.3%&-0.2%,0%&1%,1%&6%,21&7,-6%&2%,4&3,-16%&-18%,?
CCN1CCN(c2ccc([N+](=O)[O-])cc2C=C2C(=O)NC(=O)NC2=O)CC1,-5%,-8%,-3%,-0.5%,-18%,11%,2,-4%,-4,3%,0%

# Looked up above:
# CCC(C(=O)N1CCC2(CC1)OCCO2)c1ccccc1 (centres undefined) in Giardia kill: 5
# CC(=O)C1=C(C)OC(N)=C(C(=O)OC(C)C)C12C(=O)Nc1ccccc12 (centres undefined) in Integrin act MD: -32%
# CCC(=O)N1N=C2C3CCN(CC3)C2C1c1ccc(C)cc1 (centres undefined) in Menin-MLL TR inh: -12%
# COc1cccc(N2C(=O)NC(=O)/C(=C\c3cn(C)c4ccccc34)C2=O)c1 in B2AR arrestin: 0.4%

# Bioassay records (PubChem BioAssay)
